697 NFkB inh: inhibitors of PMA/ionomycin-induced NF-kB reporter, 697 cells, primary screen, B-cell NF-kB inhibitor project, cell-based, luminescence, uHTS; 697 B-cell NF-kB luciferase reporter, 16 h; AID 435022, 2010; 330,000 tested, 0.33% active; inhibition, % at 4 µM; in the data active = inhibition above about 35%
SENP7 inh: SENP7 protease inhibitors, primary screen, biochemical, luminescence, uHTS; 330,000 tested, 1.5% active; recombinant SENP7, Z-RLRGG-aminoluciferin luminescence, 40 min; AID 434973, 2010; inhibition, % at 5 µM;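 active = inhibition above about 50% at the single test dose, limit read from the data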;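 note: plate controls were DMSO with enzyme for no effect and no enzyme buffer wells for full effect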
Gli-Sufu antag: Gli-Sufu pathway antagonists, primary screen, luciferase luminescence, Sufu-KO-LIGHT cells, uHTS; 340,000 tested, 0.74% active; AID 588413, 2011; inhibition, % at 5 µM; Sufu-KO-LIGHT fibroblasts, Gli luciferase reporter luminescence;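 active = inhibition above about 55%, limit read from the data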;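 note: 0% = DMSO-treated cells and 100% = wells with medium but no cells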
UBC13 inh: UBC13 polyubiquitin chain formation inhibitors, primary screen, biochemical, TR-FRET, uHTS; inhibition, % at 20 µM; Ubiquitin-conjugating enzyme E2 N (Homo sapiens), P61088; AID 485273, 2010; 330,000 tested, 0.47% active; in the data active = inhibition above about 45%, passing the limit was not always enough; inconclusive = no clear call, values can overlap the other calls
Target sequence (P61088 whole entry, looked up): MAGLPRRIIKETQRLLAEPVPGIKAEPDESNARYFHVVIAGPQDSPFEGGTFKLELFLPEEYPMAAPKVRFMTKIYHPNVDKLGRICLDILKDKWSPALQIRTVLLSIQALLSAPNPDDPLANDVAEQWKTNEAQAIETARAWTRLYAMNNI
SENP8 block: SENP8 protease inhibitors, primary screen, biochemical, luminescence | Sentrin-specific protease 8 (Homo sapiens), Q96LD8 | purified SENP8, Z-RLRGG-aminoluciferin cleavage | inhibition, % at 10 µM | 330,000 tested, 1.2% active
Apaf1 inhib: inhibitors of human Apaf-1 apoptosome, primary screen, biochemical, DEVD-Rh110 fluorescence, uHTS. 330,000 tested, 0.71% active. reconstituted apoptosome caspase-3 activity. AID 489030, 2010. inhibition, % at 20 µM. Apoptotic protease-activating factor 1 (Homo sapiens), O14727; active = inhibition of at least 40% at 20 µM;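 note: plate controls were DMSO wells for no effect and DEVD-CHO caspase inhibitor wells for full effect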
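detection = Rh110 fluorescence intensity | test system = biochemical Apaf-1 apoptosome reconstitution | also added = cytochrome c and DEVD-Rh110 substrate | schedule = 30 min plus 50 min, RT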
Jurkat NFkB inh: inhibitors of induced NF-kB luciferase reporter, primary screen, TCR NF-kB activation inhibitor project, cell-based, luminescence, uHTS | Jurkat, PMA/ionomycin-induced NF-kB luciferase reporter | inhibition, % at 4 µM | 330,000 tested, 0.53% active | AID 435003, 2010
HKDC1 inh: HKDC1 hexokinase inhibitors, primary screen, biochemical, fluorescence, uHTS; Q2TB90; recombinant HKDC1, G6PDH/diaphorase resazurin coupled fluorescence; inhibition, % at 20 µM; 340,000 tested, 0.16% active;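 active = inhibition above about 35% when tested at 20 µM, limit read from the data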;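 note: plate controls were DMSO wells with enzyme for no effect and DMSO wells lacking enzyme for full effect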
Target sequence (Q2TB90 whole entry, looked up): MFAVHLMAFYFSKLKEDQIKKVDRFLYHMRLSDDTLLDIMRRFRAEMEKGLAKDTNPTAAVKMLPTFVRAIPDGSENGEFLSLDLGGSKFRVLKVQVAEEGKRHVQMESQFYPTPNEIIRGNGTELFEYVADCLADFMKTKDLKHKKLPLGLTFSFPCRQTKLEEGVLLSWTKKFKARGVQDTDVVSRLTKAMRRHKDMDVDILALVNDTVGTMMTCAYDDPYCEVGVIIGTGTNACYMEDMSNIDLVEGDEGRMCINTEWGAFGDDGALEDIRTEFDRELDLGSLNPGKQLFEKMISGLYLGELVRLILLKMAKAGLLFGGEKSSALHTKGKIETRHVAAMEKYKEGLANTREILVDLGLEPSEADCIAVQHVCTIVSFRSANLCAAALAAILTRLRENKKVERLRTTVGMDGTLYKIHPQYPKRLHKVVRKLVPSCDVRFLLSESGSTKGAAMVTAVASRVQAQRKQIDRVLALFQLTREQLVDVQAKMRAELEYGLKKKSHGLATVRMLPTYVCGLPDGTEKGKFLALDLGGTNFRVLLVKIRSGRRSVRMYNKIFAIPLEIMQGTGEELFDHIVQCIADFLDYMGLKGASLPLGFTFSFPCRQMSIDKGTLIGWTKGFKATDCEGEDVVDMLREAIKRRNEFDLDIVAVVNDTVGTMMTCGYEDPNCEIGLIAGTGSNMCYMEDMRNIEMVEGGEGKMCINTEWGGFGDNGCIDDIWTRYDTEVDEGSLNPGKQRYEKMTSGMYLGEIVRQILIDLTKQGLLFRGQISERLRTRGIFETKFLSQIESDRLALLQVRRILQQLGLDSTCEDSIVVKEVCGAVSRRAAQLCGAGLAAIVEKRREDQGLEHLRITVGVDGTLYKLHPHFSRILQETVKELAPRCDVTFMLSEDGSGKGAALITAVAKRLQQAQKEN
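Test system: HK5 enzyme. Quantity: 5 µg/mL HK5 final. Reagent: glucose and ATP substrates. Schedule: 90 min reaction incubation at room temperature, dark. Technique: resazurin-to-resorufin fluorescence via G6PDH and diaphorase coupling, 525/613 nm. Control set: DMSO wells with and without enzyme mix.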
* = called active by the depositor; ? = inconclusive; nt = no result given. Cut-off read from the data, not from the text of the source, unless noted: active = inhibition above about 50%; inactive = the rest.

SMILES	697 NFkB inh	SENP7 inh	Gli-Sufu antag	UBC13 inh	SENP8 block	Apaf1 inhib	Jurkat NFkB inh	HKDC1 inh
CCOC(=O)C1Nc2ccc(C(=O)O)cc2C2C=CCC12 (centres undefined)	5	2	1	-9	2	-6	-4	19
CC(C)NC(=O)NC(=O)COC(=O)c1c2c(nc3ccccc13)CCC2	-6	-6	27	-8	-13	11	-5	1
NC(=O)C1(C(N)=O)OC1c1ccc(Cl)c(Cl)c1 (centres undefined)	-13	-7	-2	16	0	-29	2	-9
CC(=O)N1CCCc2cc(S(=O)(=O)N3CCN(c4ccccn4)CC3)ccc21	-1	1	8	2	1	6	7	-6
Cc1ccc2[nH]c(CNC(=O)c3ccccc3F)cc2c1	-12	7	-23	-6	-2	12	-16	-3
CCOc1ccc(C(=O)Nc2ccccc2C#N)cc1[N+](=O)[O-]	-8	1	6	3	-1	-5	4	-7
Cc1ccc(S(=O)(=O)N(C)c2ccc(C(=O)NCC(c3ccco3)N(C)C)cc2)cc1 (centres undefined)	-12	0	12	11	8	-2	-14	-1
CCc1ccc2oc(=O)cc(CN3CCCCC3C)c2c1 (centres undefined)	12	2	2	8	-9	-3	7	7
O=C(CCNC(=O)c1ccccc1Cl)Nc1cccc(S(=O)(=O)N2CCCCC2)c1	-8	2	-7	-5	-12	17	5	-2
Cc1ccccc1NS(=O)(=O)c1cccc(-c2nnc(-c3ccccc3)o2)c1	-15	3	-1	-4	2	24	3	4
COC(=O)c1ccc(Cl)c(NC(=O)NC2CCCCC2)c1	1	5	-2	5	-1	9	-8	-9
CCC1CCCCN1C(=O)COc1c(Br)cc(Br)c2cccnc12 (centres undefined)	-15	1	13	-9	-11	14	2	-6
Cc1ccc(NC(=O)/C(=C/c2ccc([N+](=O)[O-])cc2)NC(=O)c2ccccc2)cc1	14	11	17	-8	4	-26	-4	-9
COc1ccc(NC2CCCN(C(=O)c3ccc(C(C)=O)cc3)C2)cc1 (centres undefined)	7	-9	-5	2	-2	-9	15	2
O=C(Oc1ccc(N(C(=O)c2ccncc2)S(=O)(=O)c2ccc(Cl)cc2)cc1)c1ccncc1	9	6	3	20	3	-2	9	-9
CCO[C@H]1OC(C(=O)NCc2nc3ccccc3[nH]2)=C[C@@H](c2ccc3c(c2)OCO3)[C@@H]1CCCO	-3	-1	2	4	1	-5	19	-7
COc1ccc(/C=N/NC(=O)CN(C2=NS(=O)(=O)c3ccccc32)c2ccccc2)cc1OC	-20	-2	-2	7	3	6	12	-2
COc1ccc(-c2cn3cccnc3n2)cc1	-18	1	-45	26	-3	-19	-40	-7
COCCNC(=S)c1ccc(OC)cc1	4	-7	-6	5	-4	-23	9	-6
C=CCSc1nc(N)c(C(=O)Nc2ccccc2C)cc1C(N)=O	-9	-8	-3	1	8	2	10	-1
COc1ccc2nc(C)cc(N3CCC(C(N)=O)CC3)c2c1	-9	-14	-1	-13	-8	1	1	0
O=C(CS(=O)(=O)Cc1ccccc1)Nc1nnc(C2CCCCC2)s1	29	0	-5	-14	-17	8	-7	15
Cn1nc(C(=O)Nc2cccc(S(=O)(=O)N3CCCC3)c2)c2ccccc2c1=O	-7	-5	11	6	9	6	-2	9
OC(c1ccc(Cl)cc1Cl)C(Cc1cccnc1)n1cncn1 (centres undefined)	13	2	1	10	0	-2	-6	2
CCOc1ccc(C(=O)NCC(=O)OCC(=O)Nc2ccccc2OC)cc1	2	-8	-5	-2	-10	5	-14	-5

Results in SENP8 block (5 entries from above):
smiles | SENP8 block
COc1ccc(-c2cn3cccnc3n2)cc1 | -3
CCOC(=O)C1Nc2ccc(C(=O)O)cc2C2C=CCC12 (centres undefined) | 2
OC(c1ccc(Cl)cc1Cl)C(Cc1cccnc1)n1cncn1 (centres undefined) | 0
CCOc1ccc(C(=O)NCC(=O)OCC(=O)Nc2ccccc2OC)cc1 | -10
CCO[C@H]1OC(C(=O)NCc2nc3ccccc3[nH]2)=C[C@@H](c2ccc3c(c2)OCO3)[C@@H]1CCCO | 1

New compounds follow
SMILES	697 NFkB inh	SENP7 inh	Gli-Sufu antag	UBC13 inh	SENP8 block	Apaf1 inhib	Jurkat NFkB inh	HKDC1 inh
COc1ccccc1NC(=S)NCc1ccc(S(N)(=O)=O)cc1	-5	3	-3	20	-2	0	2	-10
COc1ccccc1NC(=O)CSc1nnc(CSc2nc(C)cc(C)n2)o1	1	-8	2	10	-5	-8	-4	-8
CC(OC(=O)c1ccc(S(=O)(=O)NCc2ccco2)cc1)C(=O)Nc1ncc(Cl)cc1Cl (centres undefined)	2	-7	4	-6	-8	0	3	17
CSc1nsc(SCC(=O)N2CCCCC2)n1	-26	-35	-23	-4	5	-1	-47	-4
CCOCCCNC(=O)CN1C(=O)COc2ccc(S(=O)(=O)N3CCCCCC3)cc21	2	1	2	2	4	0	4	2
Cc1ccc(C)c(N2CCN(C(=O)CCc3nc(-c4ccc(Cl)cc4)no3)CC2)c1	4	-2	4	nt	nt	13	nt	-6
O=C(NC(NC(=S)Nc1cc(Cl)ccc1Cl)C(Cl)(Cl)Cl)c1ccco1 (centres undefined)	0	7	-2	-3	6	1	19	-6
CCOC(=O)C1CCCN(C(=O)c2cc(-c3ccco3)nc3ccccc23)C1 (centres undefined)	-9	0	-2	-24	3	20	1	22
C=CCNC(=O)c1ccccc1NS(=O)(=O)c1ccccc1	6	21	3	1	-6	8	-2	-6
NC(=O)CC1C(=O)N(c2ccc(F)cc2)C(=O)N1NC(=O)CCc1ccccc1 (centres undefined)	14	4	1	1	0	-3	3	-5
COc1ccc(C(=O)n2nc(-c3ccccc3)nc2N)cc1OC	-12	-4	-6	6	-4	-363	-2	8
CCOc1ccccc1OC(C)C(=O)Nc1ccc(S(=O)(=O)N2CCCC2)cc1 (centres undefined)	9	-5	-1	6	3	10	1	-5
CC[C@]1(C(=O)OC)[C@H]2C(=O)N(Cc3ccccc3)C(=O)[C@H]2[C@H]2CN(C)C(=NC)N21	12	8	-1	nt	nt	20	nt	-3
CCCCNC(=O)[C@H]1C[C@H]1[C@@H](O)[C@H](CO)NC(=O)[C@H](Cc1ccccc1)NC(=O)OC(C)(C)C	22	-4	-5	-3	-5	1	8	-3
CCCN1C(=O)C(=O)c2cc(Cl)ccc21	-1	3	4	-15	-3	17	5	14
COc1ccc2c(CC(=O)OCC(=O)Nc3cccc(S(N)(=O)=O)c3)coc2c1	3	6	4	4	-2	0	-10	-3
CCOc1cc(/C=N/NC(=O)NN(C)c2ncc(C(F)(F)F)cc2Cl)ccc1O	7	-4	4	3	-3	3	9	-3
Cc1c(NC(=O)C(C)Oc2cccc(F)c2)c(=O)n(-c2ccccc2)n1C (centres undefined)	-8	-8	-14	-1	-16	10	-5	0
O=C(Nc1ccccc1)N1N=C(c2cccs2)CC1c1cccs1 (centres undefined)	-6	-3	45	-1	-16	14	9	-5
CC(C)(C)NC(=O)c1ccnc(C(C)(C)C)c1	16	-3	-4	-4	-5	-1	5	13
CCN(CC(=O)Nc1c(F)cccc1F)C(=O)C1CC(=O)N(CCc2ccc(OC)c(OC)c2)C1 (centres undefined)	3	-8	-6	-17	0	0	7	-3
O=[N+]([O-])c1cccnc1Oc1cccnc1	-8	5	2	-10	-13	-4	-10	-5
CCc1noc(C)c1C(=O)NNC(=O)c1ccc(F)cc1	8	1	-16	-4	-3	5	-8	-6
N#CC1=C(N)Oc2n[nH]c(-c3cccs3)c2C1c1ccncc1 (centres undefined)	0	3	5	-13	8	-3	9	0
CC(C)NC(=O)CCCn1cc([N+](=O)[O-])cn1	14	-9	6	-7	4	-1	-5	-4

6 entries already listed, ordered by the value under 697 NFkB inh, falling.
| mol | 697 NFkB inh | SENP7 inh | UBC13 inh | Jurkat NFkB inh | HKDC1 inh |
| --- | --- | --- | --- | --- | --- |
| O=C(CS(=O)(=O)Cc1ccccc1)Nc1nnc(C2CCCCC2)s1 | 29 | 0 | -14 | -7 | 15 |
| CC(C)(C)NC(=O)c1ccnc(C(C)(C)C)c1 | 16 | -3 | -4 | 5 | 13 |
| COc1ccc(NC2CCCN(C(=O)c3ccc(C(C)=O)cc3)C2)cc1 (centres undefined) | 7 | -9 | 2 | 15 | 2 |
| COc1ccccc1NC(=O)CSc1nnc(CSc2nc(C)cc(C)n2)o1 | 1 | -8 | 10 | -4 | -8 |
| Cc1c(NC(=O)C(C)Oc2cccc(F)c2)c(=O)n(-c2ccccc2)n1C (centres undefined) | -8 | -8 | -1 | -5 | 0 |
| COc1ccc(-c2cn3cccnc3n2)cc1 | -18 | 1 | 26 | -40 | -7 |

The listing continues.
SMILES	697 NFkB inh	SENP7 inh	Gli-Sufu antag	UBC13 inh	SENP8 block	Apaf1 inhib	Jurkat NFkB inh	HKDC1 inh
Cc1cccc(-n2ncc3c2CCCC3NC(=O)CC(F)(F)F)c1C (centres undefined)	-26	-18	3	-5	-2	-3	-1	-4
CCn1nc(C)cc1C(=O)N1CCCC(C(=O)c2ccc3ccccc3c2)C1 (centres undefined)	18	9	5	5	3	-20	-20	-4
COc1ccc(OC)c(C2/C(=C(/O)c3ccc(C)cc3)C(=O)C(=O)N2Cc2ccco2)c1 (centres undefined)	-1	-3	8	?	-14	-1	-9	12
O=C(c1ccc(F)cc1)C1CCN(C(=O)c2ccncc2)CC1	-9	0	2	-2	-4	-7	9	-6
Cc1nc2ccc(NC(=O)c3cc(S(=O)(=O)N4CCOCC4)ccc3C)cc2s1	-5	-5	14	14	-4	-6	3	-1
COCCn1ccc2c(OCC(=O)NCc3ccc(C)cc3)cccc2c1=O	5	-4	1	5	-9	1	17	-4
NC(=O)CC(NC(=O)c1ccccc1)c1ccc(N2CCN(c3ccccn3)CC2)c([N+](=O)[O-])c1 (centres undefined)	-20	2	13	-8	-5	9	-2	-2
Cc1cccc(C)c1NC(=O)COC(=O)c1ccccc1O	-3	-3	-15	30	10	3	-10	-1
CCCc1nc(SCC(=O)N2c3ccccc3CC2C)c2c(C)c(C)sc2n1 (centres undefined)	-58	0	18	-5	-8	-2	6	-1
O=C(NCc1cccc(F)c1F)C1CCC(=O)N(C2CCCCCC2)C1 (centres undefined)	24	-16	-18	2	-4	-9	-4	-4

Reformatted as labelled records: part of the list above.
> NC(=O)CC(NC(=O)c1ccccc1)c1ccc(N2CCN(c3ccccn3)CC2)c([N+](=O)[O-])c1 (centres undefined)
  697 NFkB inh = -20
  SENP7 inh = 2
  Gli-Sufu antag = 13
  UBC13 inh = -8
  SENP8 block = -5
  Apaf1 inhib = 9
  Jurkat NFkB inh = -2
  HKDC1 inh = -2

> Cc1cccc(C)c1NC(=O)COC(=O)c1ccccc1O
  697 NFkB inh = -3
  SENP7 inh = -3
  Gli-Sufu antag = -15
  UBC13 inh = 30
  SENP8 block = 10
  Apaf1 inhib = 3
  Jurkat NFkB inh = -10
  HKDC1 inh = -1

> CCCc1nc(SCC(=O)N2c3ccccc3CC2C)c2c(C)c(C)sc2n1 (centres undefined)
  697 NFkB inh = -58
  SENP7 inh = 0
  Gli-Sufu antag = 18
  UBC13 inh = -5
  SENP8 block = -8
  Apaf1 inhib = -2
  Jurkat NFkB inh = 6
  HKDC1 inh = -1

> O=C(NCc1cccc(F)c1F)C1CCC(=O)N(C2CCCCCC2)C1 (centres undefined)
  697 NFkB inh = 24
  SENP7 inh = -16
  Gli-Sufu antag = -18
  UBC13 inh = 2
  SENP8 block = -4
  Apaf1 inhib = -9
  Jurkat NFkB inh = -4
  HKDC1 inh = -4
